TCR-CD3 inh: inhibitors of human TCR-CD3 interaction, primary screen, biochemical, fluorescence, TAMRA-labeled TCR probe. T-cell receptor (TCR). inhibition, % at 9.4 µM. 360,000 compounds, 0.37% hits; in the data active means inhibition above about 19%;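 further: recombinant mutant TCR 2C K166C tagged with TAMRA read by polarization; 0% = receptor in buffer alone and 100% = receptor with positive control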
MBD2 inh: inhibitors of MBD2 binding to methylated DNA, primary screen, biochemical, TR-FRET, DNA-binding domain, human. MBD2 binding to methylated oligonucleotide. AID 686964, 2013. 370,000 compounds, 0.31% hits. inhibition, % at 4.4 µM; in the data active means inhibition above about 13%
PRMT1 FP inh: PRMT1 methyltransferase inhibitors, primary screen, biochemical, fluorescence polarization | Protein arginine N-methyltransferase 1 (Homo sapiens), Q99873 | inhibition, % at 2.79 µM | recombinant PRMT1, activity-based probe fluorescence polarization | 370,000 compounds, 1.3% hits;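 active means inhibition above about 21% made by adding two undisclosed values, limit read from the data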
HTRA1 inhibitor: HTRA1 serine protease inhibitors, primary screen, biochemical, fluorescence polarization, HTS; AID 504803, 2011; recombinant HTRA1, FP-rhodamine activity-based probe; 340,000 compounds, 0.5% hits; inhibition, % at 5.96 µM; in the data active means inhibition above about 36%;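 further: 0% = enzyme with DMSO and 100% = wells lacking enzyme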
Target sequence (Q92743 whole entry, looked up): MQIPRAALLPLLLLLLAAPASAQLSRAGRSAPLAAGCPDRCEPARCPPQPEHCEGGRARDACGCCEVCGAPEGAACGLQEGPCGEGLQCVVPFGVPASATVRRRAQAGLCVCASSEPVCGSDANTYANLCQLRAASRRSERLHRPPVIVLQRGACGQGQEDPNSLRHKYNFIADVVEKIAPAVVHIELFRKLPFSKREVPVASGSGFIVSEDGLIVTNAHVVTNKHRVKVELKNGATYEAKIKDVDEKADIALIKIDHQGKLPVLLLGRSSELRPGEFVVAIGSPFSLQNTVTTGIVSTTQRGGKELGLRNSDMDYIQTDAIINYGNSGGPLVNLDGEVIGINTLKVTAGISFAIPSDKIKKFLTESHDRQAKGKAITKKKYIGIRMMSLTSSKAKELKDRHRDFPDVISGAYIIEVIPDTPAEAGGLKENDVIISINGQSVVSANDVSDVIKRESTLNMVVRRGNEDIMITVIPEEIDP
rCAG binder: binders of r(CAG) RNA repeats, primary screen, biochemical, fluorescence; r(CAG) RNA repeat, TO-PRO-1 dye displacement fluorescence; inhibition, % at 3 µM; 370,000 compounds, 1.3% hits; AID 651821, 2012;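 active means inhibition above the plate cutoff, the mean of all test compounds on that plate plus 3 SD, cut at about 35% in these data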;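 further: 0% = DMSO alone and 100% = 100 µM mitoxantrone as full dye displacement; higher means more dye released from RNA so lower well fluorescence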
GC-A act: GC-A stimulated cGMP production enhancers – HEK293 GC-A cells, cGMP TR-FRET, EC30 ANP, primary screen; Atrial natriuretic peptide receptor 1 (Homo sapiens), P16066; 0% at EC30 ANP, 100% saturating ANP; activation, % at 10 µM; 370,000 compounds, 0.14% hits; in the data active means activation above about 40%
SIAE primary: human SIAE inhibitors, primary screen, biochemical, fluorescence polarization, FP-Rh probe, 1536-well HTS; Sialate O-acetylesterase (Homo sapiens), Q9HAT2; SIAE FP-Rh probe binding; inhibition, % at 9.66 µM; 370,000 compounds, 0.69% hits;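 active means inhibition above a cutoff: mean of compounds within the control limits plus 3 SD of those, cut at about 17% in these data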;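 further: 0% = plate median of compound wells and 100% = probe without SIAE protein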
NPR2 activator: human GC-B receptor activators, primary screen, HEK293 GC-B cells, cGMP TR-FRET, EC30 CNP | Atrial natriuretic peptide receptor 2 (Homo sapiens), P20594 | 0% at EC30 CNP, 100% saturating CNP | activation, % at 10 µM | 370,000 compounds, 0.11% hits | AID 1920062, 2024;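 active means activation at 10 µM reaching about 35% in either raw or pattern-adjusted values, limit read from the data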
ABHD4 inh: ABHD4 inhibitors, primary screen, biochemical, fluorescence polarization, mouse; (Lyso)-N-acylphosphatidylethanolamine lipase (Mus musculus), Q8VD66; purified mABHD4, FP-Rh probe fluorescence polarization; inhibition, % at 8.92 µM; 370,000 compounds, 0.54% hits; AID 720543, 2013;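 active means inhibition exceeding the mean over every tested compound plus 3 SD, cut at about 30% in these data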;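 further: 0% = plate median of compound wells and 100% = S159A mutant with DMSO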
Target sequence (Q8VD66 whole entry, looked up): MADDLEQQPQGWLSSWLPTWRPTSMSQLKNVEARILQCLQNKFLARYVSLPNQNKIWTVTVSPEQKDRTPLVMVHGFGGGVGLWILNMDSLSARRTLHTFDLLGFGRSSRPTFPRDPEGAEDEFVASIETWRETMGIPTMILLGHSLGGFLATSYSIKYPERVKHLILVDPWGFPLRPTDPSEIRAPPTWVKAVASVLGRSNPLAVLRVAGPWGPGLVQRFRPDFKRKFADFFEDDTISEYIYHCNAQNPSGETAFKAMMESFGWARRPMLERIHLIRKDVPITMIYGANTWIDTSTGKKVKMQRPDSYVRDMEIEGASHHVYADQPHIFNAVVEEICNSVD
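Test system: mABHD4 protein; Read-out basis: % inhibition; Incubation: 45 min + 60 min at 25 °C; Repeats: single replicate; Technique: fluorescence polarization with parallel and perpendicular emission, 525/598 nm; Compound: 8.92 µM, single dose; Benchmarks: full inhibition S159A mutant plus DMSO, zero as sample-well median.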
UHRF1 MBD2 ctr: UHRF1 methylated DNA binding inhibitors, primary screen, counter-screen for MBD2 inhibitor project, biochemical, TR-FRET, human UHRF1, single concentration; UHRF1 binding to methylated oligo; inhibition, % at 4.4 µM; 370,000 compounds, 0.75% hits; AID 687016, 2013; in the data active means inhibition above about 21%;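 further: UHRF1 SRA domain binding a hemimethylated CpG hairpin DNA probe; 0% = median of test compound wells and 100% = reference inhibitor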
Active calls of the source: *; . = not tested or not shown. A portion of the library; rates above refer to the full screens.

SMILES | PRMT1 FP inh | MBD2 inh | GC-A act | HTRA1 inhibitor | ABHD4 inh | UHRF1 MBD2 ctr | NPR2 activator | TCR-CD3 inh | rCAG binder | SIAE primary
Cc1ccc(S(=O)(=O)N2CCN(Cc3nnc(-c4c(-c5ccccc5)noc4C)o3)CC2)cc1 | -4 | -1 | 0 | 2 | -2 | 0 | -5 | -1 | 4 | 11
CCn1c(SCC(=O)NC2CC2)nnc1-c1ccccc1 | 0 | -4 | 3 | 3 | -5 | 1 | 3 | -5 | 2 | 7
Cc1ccccc1C(=O)O/N=C(\N)c1ccccc1 | 3 | -1 | 5 | -4 | 5 | 5 | -3 | -6 | 1 | 7
CCC(=O)C(C#N)(c1ccc(OC)c(OC)c1)C(C)C (centres undefined) | 0 | -2 | -2 | -7 | 5 | 0 | -8 | -2 | -6 | 4
NC(=O)c1ccccc1NC(=O)/C=C/c1cccc(Cl)c1 | 1 | -7 | 6 | -9 | -9 | -1 | -4 | -1 | -1 | -4
COc1ccccc1/C=C/C(=O)Nc1ccc2c(c1)OCCO2 | 2 | 8 | -1 | -28 | 6 | -2 | 1 | 2 | -2 | -3
O=C(O)c1ccc2c3c(cccc13)C(=O)N(OS(=O)(=O)c1ccccc1)C2=O | 12 | 6 | 5 | -6 | -9 | 4 | 3 | 8 | 7 | -10
NC(=O)Cc1nc2scc(-c3ccc(Cl)cc3)c2c(=O)[nH]1 | -1 | 3 | -3 | -4 | -4 | -1 | 0 | 4 | 4 | -9
COc1cccc(CN2CCNC(=O)C2CC(=O)NCCc2nc(C)c(C)s2)c1OC (centres undefined) | 1 | 0 | 1 | -7 | -1 | -3 | -3 | 6 | -4 | 4
C[C@H](O)[C@@H]1CN2CCc3c([nH]c4ccccc34)[C@@H]2C[C@@H]1N(C)C(=O)Nc1ccccc1 | 5 | -2 | 0 | -6 | 6 | -2 | -4 | 2 | 5 | 5
Cc1oc(-c2cccs2)nc1CN1CCN(CC(C)C)C(CCO)C1 (centres undefined) | -2 | 0 | 0 | -1 | 0 | 0 | 5 | 6 | -2 | -1
CC(NS(=O)(=O)c1ccc(Cl)cc1)C(=O)Nc1ccc2c(c1)OCCO2 (centres undefined) | 3 | -6 | -4 | 3 | -3 | 0 | -3 | -5 | -2 | 17*
COc1cccc2c1OCC(CN1CCN(Cc3ccccc3F)C(CCO)C1)=C2 (centres undefined) | -1 | 2 | 1 | 7 | 2 | -1 | 1 | 2 | -9 | -3
CC(=O)CSc1nc2c(c(=O)[nH]c(=O)n2C)n1Cc1ccccc1Cl | 2 | 3 | 12 | 0 | -2 | -1 | 9 | -9 | -1 | 3
COc1ccc(-c2nc(S(=O)(=O)c3ccccc3)c(N3CCCC3)o2)cc1 | 3 | 2 | 4 | 2 | 8 | -3 | 3 | 1 | 3 | 2
CC(C)C[C@@H](CN1CCCC1CN1C(=S)NC[C@@H]1Cc1ccc(O)cc1)N1C[C@H](Cc2ccccc2)N(CC2CCCCC2)C1=S (some centres undefined) | 0 | -2 | -3 | -65 | -7 | 1 | 6 | 4 | 7 | -15
Cc1ccc(CNC(=O)C(NS(=O)(=O)c2cccc3nsnc23)c2ccccc2)cc1 (centres undefined) | 0 | 1 | 0 | -8 | -7 | -3 | -4 | 0 | -1 | -2
CC1Cc2ccccc2N1C(=O)c1cc2sccc2n1Cc1ccccc1 (centres undefined) | 0 | -3 | -25 | -18 | -11 | 1 | -18 | 6 | -7 | 1
CC(=O)c1cccc(NC(=O)c2ccc([N+](=O)[O-])o2)c1 | 0 | -3 | 0 | 1 | 5 | 2 | -5 | -1 | -1 | 7
CCc1ccc(S(=O)(=O)c2cn(C)c3cc(OC)c(OC)cc3c2=O)cc1 | -1 | 1 | 0 | 0 | -4 | -2 | -7 | 3 | -2 | 0
Cc1nc(SC(C)C(=O)Nc2cccc(C(F)(F)F)c2)c2c(C)c(C(=O)O)sc2n1 (centres undefined) | -1 | -5 | 4 | -5 | -17 | 2 | -4 | -6 | 37* | -13
COCCCNC(=O)C(C#N)c1nc2ccccc2nc1N1CCCC1 (centres undefined) | 2 | -2 | 1 | 3 | 2 | -2 | 1 | 1 | 1 | -4
CCOc1ccc(NC(=O)c2sccc2-n2cccc2)cc1 | 2 | 3 | -2 | -26 | 4 | 3 | 3 | -6 | 3 | 1
CSc1nnc(NC(=O)c2nc(S(=O)(=O)Cc3ccccc3F)ncc2Cl)s1 | 6 | 1 | 6 | -2 | 0 | -1 | 4 | 9 | 18 | 2
O=C(Nc1ccc2c(c1)OCO2)c1cc(C2CCCCN2C(=O)CCCc2ccccc2)on1 (centres undefined) | 4 | -4 | -1 | . | -6 | -1 | 3 | 1 | 6 | -3
Cc1csc2ncc(C(=O)NCc3ccccn3)c(=O)n12 | -4 | -2 | 1 | 2 | -5 | 0 | 3 | -3 | 0 | 3
CCN1CCC(O)(/C=C/c2ccc(C(C)C)cc2)C(C(=O)/C=C/c2ccc(C(C)C)cc2)C1 (centres undefined) | 24* | -2 | -12 | 1 | 34* | -1 | -5 | -2 | -1 | 2
COc1ccc(OC)c(C2C(C(=O)c3ccco3)=C(O)C(=O)N2CCN2CCOCC2)c1 (centres undefined) | 2 | 1 | 6 | 8 | -7 | -3 | -3 | -1 | 0 | 3
O=S1(=O)C[C@H](N2CCOCC2)[C@@H](COCc2ccccc2)N1 | -1 | -2 | -2 | . | -4 | -4 | -7 | 3 | 2 | 3
COc1ccc(N2CCN(C(=O)c3cc4c(-c5cccc(OC)c5)nn(C)c4s3)CC2)cc1 | 2 | 0 | -3 | -12 | -2 | 3 | -5 | -2 | 12 | -3

Fetched by compound from above:
SMILES | PRMT1 FP inh | MBD2 inh | GC-A act | HTRA1 inhibitor | ABHD4 inh | UHRF1 MBD2 ctr | NPR2 activator | TCR-CD3 inh | rCAG binder | SIAE primary
Cc1ccc(CNC(=O)C(NS(=O)(=O)c2cccc3nsnc23)c2ccccc2)cc1 (centres undefined) | 0 | 1 | 0 | -8 | -7 | -3 | -4 | 0 | -1 | -2
CCC(=O)C(C#N)(c1ccc(OC)c(OC)c1)C(C)C (centres undefined) | 0 | -2 | -2 | -7 | 5 | 0 | -8 | -2 | -6 | 4
CCOc1ccc(NC(=O)c2sccc2-n2cccc2)cc1 | 2 | 3 | -2 | -26 | 4 | 3 | 3 | -6 | 3 | 1

The list goes on:
SMILES | PRMT1 FP inh | MBD2 inh | GC-A act | HTRA1 inhibitor | ABHD4 inh | UHRF1 MBD2 ctr | NPR2 activator | TCR-CD3 inh | rCAG binder | SIAE primary
Cc1ccc(NC(=O)c2ccccc2N(C)S(C)(=O)=O)cc1C | -4 | 6 | -1 | -3 | -2 | 7 | 0 | 0 | -3 | -4
CCn1cc(Br)c(C(=O)NC(=S)Nc2ccc(C(=O)OC)cc2)n1 | 0 | -3 | -3 | 2 | -13 | -2 | -4 | 11 | 0 | 2
CC(=O)Oc1c(C)c2c3c(c1OC(C)=O)[C@@H](C)CC[C@@H]3[C@@H](C)C[C@H]2C=C(C)C | 1 | 2 | -4 | 0 | -2 | 2 | 2 | -1 | 2 | -5
Cc1cn2c(-c3ccncc3)nnc2s1 | -2 | 1 | 0 | 8 | -2 | 0 | 2 | 0 | -2 | 0
CCCCCCC(=O)N/N=C/c1ccco1 | 1 | 2 | 0 | 8 | -4 | 0 | 3 | 3 | -2 | -2
CC(=O)/C(C#N)=C1\NC(=O)C(Cc2ccc(F)cc2)S1 (centres undefined) | 5 | -4 | -4 | 5 | 7 | 0 | -7 | -4 | 6 | -1
CC(C)c1ccc(NC(=O)C2C3C=CC4(CN(Cc5cccnc5)C(=O)C24)O3)cc1 (centres undefined) | 2 | -5 | 0 | -1 | 4 | -2 | -1 | 1 | 1 | 3
COc1ccc(SC[C@H](CC(C)C)N2CCN(CCc3ccccc3)CCC2=O)cc1 | 3 | 1 | -1 | -28 | 0 | -3 | 5 | 6 | -7 | 1
COC(=O)c1c[nH]c2c1-c1cc(C(=O)OCc3ccccc3)n(S(=O)(=O)c3ccc(C)cc3)c1C(=O)C2=O | -6 | 0 | 6 | 0 | 4 | 0 | 7 | -4 | 6 | -3
COC(=O)[C@]12C[C@H](CC(=O)N3CCSCC3)C(=O)N(Cc3ccco3)C1=C[C@H](C1CCCC1)O[C@@H]2C | 3 | -4 | -7 | . | 5 | -4 | -10 | . | 1 | -7
CC1(C)CC(=O)C=C(Nc2ccc(Br)cc2F)C1 | -3 | 2 | 0 | 7 | 0 | 1 | -3 | 2 | -1 | -1
Cc1cc(NC(=O)CCSc2ccccc2)no1 | 1 | -2 | 2 | -2 | 0 | 5 | -1 | 3 | 1 | 5
CC(=O)NN1C(=O)/C(=C\c2ccc(C)cc2)SC1=S | 3 | -5 | 2 | 1 | 2 | -13 | -1 | -3 | 1 | 2
O=C(NC(=S)NC1CCS(=O)(=O)C1)c1ccccc1 (centres undefined) | -2 | -3 | 1 | -4 | -1 | 0 | 2 | 0 | -3 | -1
COC(=O)C(Cc1ccccc1)NC(=O)CNC(=O)c1sc2ccccc2c1Cl (centres undefined) | 2 | 1 | -1 | -25 | 2 | 0 | 0 | -3 | 2 | -4
CC1=Nn2c(nnc2-c2cccs2)SC1 | -3 | -7 | 0 | 0 | -4 | 1 | 0 | -1 | 3 | 4
C#Cc1cccc(NC(=O)C2CCN(C(C)=O)CC2)c1 | -3 | 0 | -3 | 4 | -2 | 0 | 8 | -1 | -2 | -1
Cc1cccc(NC(=O)NCCN2C(=O)C3C4C=CC(C4)C3C2=O)c1 (centres undefined) | -4 | 1 | 6 | 2 | -1 | -3 | 4 | -2 | 1 | 15
CCCCCCCCN1C(=O)[C@H](CC(=O)NCCCOCCCC)C[C@@]2(C(=O)OC)CC(C)(C)CC=C12 | 4 | 0 | -1 | . | 1 | 0 | 5 | -8 | 2 | 3
CCOC(=O)c1sc(N2C(=O)C(O)=C(C(=O)c3ccco3)C2c2ccc([N+](=O)[O-])cc2)nc1C (centres undefined) | 7 | -1 | 0 | -79 | -58 | -3 | -3 | -5 | 80* | -22
COc1ccc2sc3cccc(NCCN(C)C)c3c(=O)c2c1 | 5 | 10 | 0 | . | 20 | -11 | 1 | -9 | 5 | 10
Cc1ccc(-c2cnc3c(c2)C(=O)N([C@H](C)CO)C[C@@H](C)[C@@H](CN(C)C(=O)Cc2ccccc2)O3)cc1 | -2 | -7 | 5 | 1 | 1 | -3 | 2 | 5 | 1 | -2
CC(C)(C)OC(=O)N1CCC(C(=O)N2CCOCC2)CC1 | -1 | 4 | 3 | 3 | 5 | -1 | 4 | 7 | -1 | 2
CC(=O)NC(c1ccco1)c1cc(Cl)c2ccc(Cl)nc2c1O (centres undefined) | 6 | -4 | 2 | 5 | 12 | -6 | 0 | 0 | 2 | 5
